hcGAS lum = Primary biochemical luminescence assay for human cyclic GMP-AMP synthase inhibitors; Q8N884; recombinant h-cGAS, ATP depletion, Kinase-Glo luminescence; inhibition, % at 12.5 µM; 290,000 tested, 0.081% active;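 further: 0% = vehicle reaction and 100% = reaction without DNA for no activity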
Target sequence (Q8N884 whole entry, looked up): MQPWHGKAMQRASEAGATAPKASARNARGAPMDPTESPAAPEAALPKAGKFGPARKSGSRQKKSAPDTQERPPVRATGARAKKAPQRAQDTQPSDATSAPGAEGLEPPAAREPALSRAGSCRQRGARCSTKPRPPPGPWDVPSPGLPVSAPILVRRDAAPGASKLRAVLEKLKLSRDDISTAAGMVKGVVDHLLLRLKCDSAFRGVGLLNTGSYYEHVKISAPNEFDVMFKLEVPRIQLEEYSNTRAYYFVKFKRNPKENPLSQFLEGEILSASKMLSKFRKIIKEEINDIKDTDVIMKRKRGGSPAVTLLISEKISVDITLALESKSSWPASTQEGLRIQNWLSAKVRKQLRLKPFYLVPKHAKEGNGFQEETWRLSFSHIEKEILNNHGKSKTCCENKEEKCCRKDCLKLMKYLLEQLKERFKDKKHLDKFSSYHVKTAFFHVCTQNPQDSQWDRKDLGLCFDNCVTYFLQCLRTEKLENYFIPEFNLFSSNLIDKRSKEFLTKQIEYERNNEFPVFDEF
NPYLR7 agonist = agonists of mosquito NPYLR7 receptor, primary screen, cell-based, Aedes aegypti, calcium fluorescence, mosquito biting behavior. Aedes aegypti neuropeptide Y-like receptor 7 (NPYLR7). HEK293T NPYLR7/Galpha15, GCaMP6s calcium fluorescence. activation, % at 10 µM. 270,000 tested, 0.15% active; in the data active means activation above about 40%;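 further: 0% = vehicle and 100% = reference agonist at the receptor; some compounds past the cut are filed as inactive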
mcGAS inh = cyclic GMP-AMP synthase inhibitors, mouse, primary biochemical chemiluminescence; recombinant cGAS, Kinase-Glo ATP depletion luminescence; 160,000 tested, 0.15% active; AID 1259399, 2018; inhibition, % at 12.5 µM;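 further: 0% = negative control wells and 100% = reference inhibitor with no enzyme activity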
The depositor's hits bear a star; · = not tested or not shown; & = joins results of further samples. Unless noted, no stated cut-off is given here; in the data, active means inhibition above about 40%; inactive means the rest.

SMILES | hcGAS lum | NPYLR7 agonist | mcGAS inh
O=c1c2nc(N3CCOCC3)sc2c(-c2ccco2)nn1Cc1ccc(Cl)cc1Cl | -8 | -2 | -9
Cc1ccc(-n2c(SCc3ccc(F)cc3)nnc2C(Cc2ccccc2)NC(=O)c2ccccc2Br)cc1 (centres undefined) | 1 | -7 | 2
CCOC(=O)C1(Cc2ccccc2Cl)CCN(C(=O)c2ccc(OC)o2)CC1 | -5&-5 | 20&13 | -2
COc1ccc(CCNC(=O)c2csc(CSc3nnc(-c4cccnc4)n3-c3ccccc3OC)n2)cc1OC | 5 | -5 | 2
Cc1cccc(Cn2ccnc2CN(C(=O)c2ccc(F)cc2)C2CC2)c1 | -4 | 6 | -3
CC(Cc1ccccc1)N=C1NS(=O)(=O)c2ccccc21 (centres undefined) | 0 | -13 | -4
CCNC(=O)[C@@H]1C[C@H](N)CN1Cc1nn(C)c2cccc(Cl)c12 | -8 | 3 | ·
CCOCCCNc1nc(-c2ccncc2)ncc1C(=O)OCC | -7 | -2 | -6
CCCc1c(C(=O)NCc2ccccn2)cnn1-c1cccc(F)c1 | -5 | · | -5
CC(=O)c1c(OCc2ccccc2)cc(OCc2ccccc2)c(C)c1O | -1 | 11 | ·
Cc1nc(N(C)C)nc(N2CCCC(O)C2)c1C (centres undefined) | -11 | 23 | ·
Cc1c(C(=O)NCc2ccc(Cl)s2)cnn1C(C)(C)C | -4 | -1 | -6

Quoted at random: 5 entries already listed.
SMILES | hcGAS lum | NPYLR7 agonist | mcGAS inh
CCOCCCNc1nc(-c2ccncc2)ncc1C(=O)OCC | -7 | -2 | -6
Cc1nc(N(C)C)nc(N2CCCC(O)C2)c1C (centres undefined) | -11 | 23 | ·
CCNC(=O)[C@@H]1C[C@H](N)CN1Cc1nn(C)c2cccc(Cl)c12 | -8 | 3 | ·
CC(=O)c1c(OCc2ccccc2)cc(OCc2ccccc2)c(C)c1O | -1 | 11 | ·
Cc1c(C(=O)NCc2ccc(Cl)s2)cnn1C(C)(C)C | -4 | -1 | -6

Other compounds
SMILES | hcGAS lum | NPYLR7 agonist | mcGAS inh
Cc1cccc(CSc2nnc(C(Cc3ccccc3)NC(=O)C(C)(C)CCl)n2-c2ccc([N+](=O)[O-])cc2)c1 (centres undefined) | -5 | 14 | -5
CCc1nc2c(OCCOC)cccn2c1N(C)C(=O)c1ccncc1 | 3 | 18 | 1
Clc1cccc2sc(NCCCn3ccnc3)nc12 | 1 | -4 | ·
O=C(CSc1nnc(-c2ccccc2)n1-c1ccccc1)N/N=C\c1ccc(OCc2ccccc2)cc1 | -1 | -6 | ·
O=C(NC1CCc2ccccc21)c1ccc(-c2ccc(F)c(F)c2)s1 (centres undefined) | -3 | 17 | -5
CCC(C)[C@H]1O[C@]2(CC[C@@H]1C)C[C@@H]1C[C@@H](C/C=C(\C)[C@@H](OC3C[C@H](OC)C(O[C@H]4C[C@H](OC)[C@@H](O)[C@H](C)O4)[C@H](C)O3)[C@@H](C)/C=C/C=C3\CO[C@@H]4[C@H](O)C(C)=C[C@@H](C(=O)O1)[C@]34O)O2 (some centres undefined) | -6 | 1 | ·
OCc1csc(-c2cccc3cnccc23)n1 | 1 | 0 | ·
CCOc1ccc(-c2ccc(=O)n(CCNS(=O)(=O)c3ccc(CC)s3)n2)cc1 | -6 | 17 | -9
O=C(Nc1nnc(-c2ccsc2)o1)NC(c1ccccc1)c1ccccc1 | -4 | 2 | ·
COC(=O)Nc1ccc2c(c1)C(=O)Nc1ccccc1O2 | -5 | 7 | ·
CSc1ccc(COc2coc(CN3CCCN(C(=O)c4cc(C(C)(C)C)nn4Cc4ccccc4)CC3)cc2=O)cc1 | -10 | 28 | -6
COCc1c(Br)c(C)nc(OCC(=O)N/N=C\c2ccc(N(C)C)c(Br)c2)c1C#N | -4 | 27 | -5
Cc1nnc(SCc2cc(=O)oc3cc(C)c(C(C)C)cc23)s1 | -5 | -5 | ·
O=S(=O)(c1ccc2c(c1)nc(SCc1ccc(F)cc1Cl)n2CC1CCCO1)N1CCCC1 (centres undefined) | -11 | 9 | -4
COc1ccc(N2CCN(C(=O)C3CCCCC3C(=O)NCCc3cccs3)CC2)cc1 (centres undefined) | -4 | -10 | ·
CONC(=O)c1cccc(COc2ccc(C)nc2)c1 | -5 | 15 | -15
CN(C)S(=O)(=O)CCNCCC(=O)N1CCCc2ccccc21 | -2 | 22 | -15
COc1nn(C)cc1C(=O)NC1CCCCCC1 | -4 | 2 | ·
CC(C)(NCc1nnc(C2CC2)o1)c1cccc(C(F)(F)F)c1 | -9 | 15 | -18
Cc1ccc(-n2c(C)ccc2C)c(O)c1 | -3 | -4 | ·
CCOC(=O)c1cc(C(C)(C)C)n(C2CCN(C(=O)c3cc4ccccc4s3)CC2)n1 | 4 | · | 4
O=C(Nc1ccccc1)N1CCCC(C(=O)N2CCc3ccccc32)C1 (centres undefined) | -6 | -1 | -6
Cc1ccn2c(NC(=O)C(C)(C)CCl)c(-c3ccccc3)nc2c1 | -4 | -12 | -1
Cc1ccc(-n2ncc3c(=O)n(NC(=O)CC(C)(C)C)cnc32)cc1C | -6 | 6 | ·
O=c1c(Cl)c(NCCO)ncn1-c1ccccc1 | -2 | -2 | ·
CCC(C(=O)N(CC(=O)c1c(C)c(C(=O)OC)n(C)c1C)CC1CCCO1)c1ccccc1 (centres undefined) | 3 | -12 | 1
CC(=O)NC(C)c1ccc(-c2ccc3c(c2)OCO3)cc1 (centres undefined) | 0 | 4 | -12
CN1CCc2nc3sc(C(=O)OCc4ccccc4)c(N)c3cc2C1 | 1 | -12 | -4
Cc1cccnc1CN(C)C(=O)C(O)c1ccc(C(F)(F)F)cc1 (centres undefined) | -6 | 6 | ·
CN(c1cc(C(F)(F)F)nc(SCc2ccc(C(=O)O)o2)n1)C1CCCCC1 | -3 | 0 | -4
Cc1ccc(CN(C)C(=O)c2ccc(-n3cnnc3)cc2)o1 | -5 | 0 | -7
COCCOC(=O)c1c2c(n3cc4ccccc4cc13)C(=O)c1ccccc1C2=O | -3 | -9 | -4
CCOC(=O)c1ccc(NC(=O)c2cc(-c3ccccc3)nc3ccccc23)cc1 | 0 | -2 | -1
C=CCn1c(=O)c2c(nc3n2CCN3c2cccc(C)c2)n(C)c1=O | -6 | · | -8
CCCc1cc(C(=O)N(C)Cc2nc(C)no2)cs1 | -4 | 24 | -17
COc1ccc(CN2CCCC(CNC(=O)C3(N)CCC3)C2)c(C)c1 (centres undefined) | 2 | 2 | ·
O=C(NC(NC(=S)Nc1ccc(F)c([N+](=O)[O-])c1)C(Cl)(Cl)Cl)C(c1ccccc1)c1ccccc1 (centres undefined) | -2 | -10 | ·
Cc1nc(N2CCC(C(N)=O)CC2)nc2c1C(=O)CC(C)C2 (centres undefined) | -7 | 2 | -7
Cc1cc(OCC(=O)NCc2ccccc2Br)nc(N2CCN(c3ccccc3)CC2)n1 | -6 | 3 | ·
COc1ccc(C(=O)N(Cc2ccco2)Cc2cc(NC(=O)C3CCCC3)ccc2N(C)C)cc1 | -8 | 23 | -4
COC(=O)NCC1CN(c2ccc(C)cc2)C(=O)O1 (centres undefined) | 5 | 2 | ·
CNc1snc(C)c1C(=O)OC(C)C(=O)NC1CCCC1 (centres undefined) | -4 | 1 | ·
Cc1cn2c3c(=O)n(Cc4ccc(Cl)cc4)c(=O)n(C)c3nc2n1C | -5 | -2 | ·
Cc1[nH]c2c(CNC(=O)Cc3ccccc3)cc(F)cc2c1C | -1 | 10 | ·
COCCN(Cc1ccco1)Cc1ccc(C(C)(C)O)o1 | 2 | -2 | 1
O=C(c1ccc(-c2ccccc2)cc1)C1CCCN(C(=O)CSc2ncccn2)C1 (centres undefined) | -7 | 7 | ·
CCOc1ccc(S(=O)(=O)n2ccc(C)n2)cc1C | -10 | 5 | -9
O=C(CSc1nc(=O)n(CCN2CCOCC2)c2c1CCC2)NCc1ccccc1 | -5 | -3 | -4
Cc1ccc(C(=O)NC(C(=O)N=c2sccn2C)C(C)C)cc1 (centres undefined) | -16 | 5 | ·
COCCN(Cc1cc(NC(=O)C2CCC2)ccc1N(C)C)C(=O)c1ccco1 | -4 | 21 | 8
Cc1cccc2nc(-c3cccc(F)c3)c(NCc3ccccc3)n12 | -4 | 50 | -5
CCN(CC)C(=O)c1cccc(NC(=O)CN(c2cnn(C)c2)C(C)C)c1 | -6 | 13 | -17
COc1ccc(S(=O)(=O)Nc2ccc(N3CCSCC3)cc2C)cc1 | -8 | 17 | -17
O=C(c1c2c(nc3ccccc13)CCN(CCc1ccccc1)C2)N1CCCC1c1ccccn1 (centres undefined) | -8 | 1 | ·
CCOC(=O)C(C)Sc1ccc2nnc(-c3ccncc3)n2n1 (centres undefined) | -9 | -2 | -7
Cc1nn(-c2ccc(F)cc2)c(C)c1C(=O)NCc1n[nH]c2c1CCC2 | 0 | -5 | ·
COc1ccccc1NC(=O)N(Cc1ccccc1Cl)CC1CC(c2ccc(Cl)c(Cl)c2)=NO1 (centres undefined) | -4 | -3 | -10
CC(C)C(NC(=O)c1ccc(F)cc1)C(=O)N1CCN(C(C)C(=O)N2CCCCC2)CC1 (centres undefined) | -8 | -2 | ·
O=C(Nc1ccc(Cl)cc1)N(Cc1cccc(OS(=O)(=O)c2cccc(C(F)(F)F)c2)c1)Cc1ccco1 | 1 | -1 | -4
CCOc1ccccc1NC(=O)N(CC(=O)Nc1cc(-c2ccccc2)nn1-c1ccccc1Cl)CC(C)C | -11 | · | -6
The listing continues:
SMILES | hcGAS lum | NPYLR7 agonist | mcGAS inh
O=[N+]([O-])c1cc(Cl)cc2c1OC(=CCOc1ccc(F)cc1)C2N1CCOCC1 (centres undefined) | -5 | 18 | ·
COC(=O)C(CC(C)C)NC(=O)c1nc(N2CCOCC2)ncc1Cl (centres undefined) | -4 | 5 | ·
Cc1cc(F)ccc1NC(=O)CCC1CCCN(Cc2cc(Cl)ccc2O)C1 (centres undefined) | -2 | 0 | -6
CNC(=O)C1Cc2ccccc2CN1Cc1nc(-c2cccc(Cl)c2)no1 (centres undefined) | -6 | -2 | ·
Cc1ncc(C(=O)NC(C)(C)c2ccccc2)s1 | -9 | 3 | ·
CSc1nnc2c(n1)OC(c1ccccc1Cl)Nc1ccccc1-2 (centres undefined) | -3 | -4 | -5
N#CC1C(=N)Oc2cc(O)ccc2C1c1ccncc1 (centres undefined) | -8 | 85* | -1
Cc1cc(Cl)ccc1N1C(=O)/C(=C\c2cccc(O)c2O)N(C)C1=S | -6 | 24 | -6
CC(=O)N1CCN(CC2=CCN(CC(=O)NC3CC3)CC2)CC1 | -10 | · | -12
CCOC(=O)c1cccnc1Oc1ccc(F)cc1 | -7 | 5 | ·
COc1ccc(F)cc1C(=O)NCC(C)c1ccncc1 (centres undefined) | -9 | 10 | -6
Cc1ccc(Cn2c(C3CC(=O)N(Cc4ccccc4)C3)nc3ccccc32)cc1 (centres undefined) | -8 | 0 | -4

7 structures from above, ordered by count of non-hydrogen atoms, highest first:
SMILES | hcGAS lum | NPYLR7 agonist | mcGAS inh
CNC(=O)C1Cc2ccccc2CN1Cc1nc(-c2cccc(Cl)c2)no1 (centres undefined) | -6 | -2 | ·
Cc1cc(Cl)ccc1N1C(=O)/C(=C\c2cccc(O)c2O)N(C)C1=S | -6 | 24 | -6
CSc1nnc2c(n1)OC(c1ccccc1Cl)Nc1ccccc1-2 (centres undefined) | -3 | -4 | -5
CC(=O)N1CCN(CC2=CCN(CC(=O)NC3CC3)CC2)CC1 | -10 | · | -12
N#CC1C(=N)Oc2cc(O)ccc2C1c1ccncc1 (centres undefined) | -8 | 85* | -1
CCOC(=O)c1cccnc1Oc1ccc(F)cc1 | -7 | 5 | ·
Cc1ncc(C(=O)NC(C)(C)c2ccccc2)s1 | -9 | 3 | ·

(further entries)
SMILES | hcGAS lum | NPYLR7 agonist | mcGAS inh
CS(=O)(=O)c1ccc(S(=O)(=O)N2CCN(Cc3cc(=O)c(OCc4ccc(F)cc4)co3)CC2)cc1 | -6 | -1 | -6
Cc1cc(C)c[n+](C2=C(c3c(C)[nH]n(-c4ccc(Cl)cc4)c3=O)C(=O)N(Cc3ccccc3)C2=O)c1 | -8 | 1 | -5
O=c1nc(SCc2cccc(Cl)c2)c2c(n1CC1CCCO1)CCCC2 (centres undefined) | -8 | 0 | -8
CC1=CC(=NN=c2sc3ccccc3n2C)CC(C)(C)C1 | -5 | 1 | ·
CC(=O)C1=C(C(F)(F)F)C(=O)OC1(C)N1CCOCC1 (centres undefined) | -2 | 3 | ·
CC(C(=O)O)c1cccc(C(=O)c2ccccc2)c1 (centres undefined) | -6&-4&-6&-7 | -14&-9&2&6 | -5&-3
O=C(c1c(F)cccc1Cl)N1CCN(CCCOC(c2ccc(Cl)cc2)c2ccc(Cl)cc2)CC1 | -12 | 4 | -6
CCn1c(C)c(C(=O)CN(C(=O)C(C)Cl)C2CCCCC2)c(C)c1C(=O)OC (centres undefined) | -6 | -6 | -4
CCC(C)C(NS(C)(=O)=O)C(=O)NCc1ccc(F)cc1 (centres undefined) | -2 | 2 | ·
Cc1cccc(CSc2nnc(C(C)NC(=O)COCc3ccccc3)n2-c2ccc([N+](=O)[O-])cc2)c1 (centres undefined) | -8 | 20 | -4
CCOC(=O)c1nn(CCc2ccccc2)c2c1CN(C(=O)c1ccc3cc[nH]c3c1)CC2 | -8 | 7 | -17
CN1CCNC(=O)C12CCN(c1nc3c(cc1C(N)=O)CCC3)CC2 | 3 | 3 | 3

High-throughput results from PubChem.
